# Screening data (PubChem BioAssay)
# NadD inh = inhibitors of Staphylococcus aureus NadD | purified NadD enzyme, colorimetric absorbance read-out | inhibition, % at 20 µM | 360,000 tested, 0.78% active; in the data active = inhibition above about 26%; note: some compounds past the cut are filed as inactive
# SUMO1 PPI mod = modulators of human SUMO1-mediated protein-protein interactions. P63165. SUMO1 binding to a labelled peptide, TR-FRET, 1 h. inhibition, % at 20 µM. 360,000 tested, 0.33% active; in the data active = inhibition above about 37%
# Rpn11 block = Rpn11 (human) deubiquitinase inhibition | O00487 | human 26S proteasome, Ub4-pepOG fluorescence polarization; 20S core pre-blocked with epoxomicin | calls only at 20 µM | 360,000 tested, 0.59% active;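 active = inhibition at 20 µM, scaled to each plate's controls, above about 33%, limit read from the data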
# Target sequence (O00487 whole entry, looked up): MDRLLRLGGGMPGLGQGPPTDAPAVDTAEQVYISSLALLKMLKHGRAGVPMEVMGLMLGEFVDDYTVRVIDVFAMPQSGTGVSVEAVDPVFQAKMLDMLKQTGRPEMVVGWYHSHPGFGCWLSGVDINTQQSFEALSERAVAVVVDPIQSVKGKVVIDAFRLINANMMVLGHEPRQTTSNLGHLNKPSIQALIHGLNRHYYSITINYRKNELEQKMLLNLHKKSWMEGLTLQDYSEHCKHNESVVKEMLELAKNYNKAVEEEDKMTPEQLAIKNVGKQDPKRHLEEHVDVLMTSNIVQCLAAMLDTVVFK
# LMPTP inh = LMPTP (human) inhibition; P24666; recombinant LMPTP-A, OMFP fluorogenic substrate, fluorescence intensity; inhibition, % at 20 µM; 360,000 tested, 0.22% active; AID 651560;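 active = compounds that cut the enzyme signal by at least half of the control window in the single-dose screen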;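 note: plate controls were DMSO wells with enzyme plus substrate for no effect and substrate without enzyme for full effect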
#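 Test system: LMPTP-A phosphatase enzyme; input: 0.625 nM LMPTP-A final; reagent: OMFP substrate, 400 µM final; compound dosing: 20 µM single dose, 3% DMSO; incubation: 50 min dark incubation at room temperature; measured by: endpoint fluorescence intensity from OMFP dephosphorylation; measure: % inhibition relative to no-enzyme and uninhibited control wells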
# Scp-1 inhibitor = blocks human Scp-1 phosphatase activity | inhibition, % at 20 µM | 340,000 tested, 0.88% active | Q9GZU7 | Recombinant Scp1, phosphopeptide, malachite green phosphate absorbance;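 active = inhibition above about 50% at 20 µM, limit read from the data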;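 note: plate controls were DMSO wells with enzyme for no effect and wells lacking enzyme for full effect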
# Target sequence (Q9GZU7 76-261 limits assumed): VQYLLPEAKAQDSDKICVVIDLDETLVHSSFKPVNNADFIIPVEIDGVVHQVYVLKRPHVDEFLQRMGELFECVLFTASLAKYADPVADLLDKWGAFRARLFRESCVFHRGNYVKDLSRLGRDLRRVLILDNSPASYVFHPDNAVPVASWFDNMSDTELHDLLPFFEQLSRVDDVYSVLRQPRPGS
#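 Assay system: SCP-1 catalytic fragment, aa 76-261 | Buffer or medium: Tris acetate buffer pH 5.5 with MgCl2 and Tween-20 | Compound: One concentration, 20 µM, with 1.0% DMSO | Also added: Phospho 17-mer peptide substrate | Signal: Absorbance at 630 nm | Incubation: 45 min enzyme reaction at room temperature | Measure: % inhibition of SCP-1 phosphate liberation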
# CendR NRP1 mod = NRP-1/CendR interaction modulation. O14786. FAM-RPARPAR peptide binding to NRP-1, fluorescence polarization. inhibition, % at 25 µM. 360,000 tested, 0.85% active. AID 602438;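 active = inhibition or corrected inhibition above about 18%, plus a signal ratio from 0.5 to 1.5, limit read from the data, passing the limit was not always enough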; note: strong numbers were not always called active
# SKN-1 block = C. elegans SKN-1 inhibition; C. elegans VP596 Pgst-4::GFP/RFP ratio, acrylamide-induced, 24 h; inhibition, % at 21.8 µM; 360,000 tested, 0.49% active;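 active = interference check ratio from 0.5 to 1.5 plus GFP to RFP signal ratio inhibition reaching or exceeding a fixed threshold, cut at about 30% in these data, passing the limit was not always enough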; note: some compounds called inactive have numbers as strong as hits
# STEP inh = blocks human striatal-enriched tyrosine phosphatase. P54829. recombinant STEP, OMFP fluorogenic substrate, fluorescence. inhibition, % at 20 µM. 360,000 tested, 0.25% active. AID 588621;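 active = inhibition at 20 µM, scaled per plate between control wells, above about 37%, limit read from the data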;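 note: 0% = DMSO with enzyme and substrate and 100% = substrate only without enzyme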
# Target sequence (P54829 whole entry, looked up): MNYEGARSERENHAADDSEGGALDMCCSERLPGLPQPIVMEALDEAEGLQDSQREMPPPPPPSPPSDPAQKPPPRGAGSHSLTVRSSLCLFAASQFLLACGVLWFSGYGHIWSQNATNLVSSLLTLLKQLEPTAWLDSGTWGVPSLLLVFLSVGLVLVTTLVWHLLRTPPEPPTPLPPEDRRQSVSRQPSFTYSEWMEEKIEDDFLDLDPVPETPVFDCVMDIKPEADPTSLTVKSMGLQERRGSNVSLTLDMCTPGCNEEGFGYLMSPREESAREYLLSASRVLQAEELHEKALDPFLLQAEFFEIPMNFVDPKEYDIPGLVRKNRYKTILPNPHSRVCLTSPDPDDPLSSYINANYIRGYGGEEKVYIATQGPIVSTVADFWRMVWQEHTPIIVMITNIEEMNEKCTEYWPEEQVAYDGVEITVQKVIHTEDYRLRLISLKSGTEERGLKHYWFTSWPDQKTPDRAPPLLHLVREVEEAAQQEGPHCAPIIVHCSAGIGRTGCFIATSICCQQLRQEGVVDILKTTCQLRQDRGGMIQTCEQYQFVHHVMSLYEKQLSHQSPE
#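 System: isolated STEP enzyme; schedule: 20 min enzyme reaction at room temperature, protected from light; medium: Bis-Tris buffer pH 6.0, 2.5 mM DTT, 0.005% Tween 20; signal: fluorescence, 480/540 nm; dosing: single compound dose of 20 µM, 1% DMSO final; also added: OMFP substrate, 25 µM final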
# MT1-MMP act inh = blocks activation of human MT1-MMP; P50281; GFP/RFP ratio change, % at 20 µM; HT1080 RFP-PRO-GFP cells, GFP/RFP ratio fluorescence, overnight; percent of plate control window, DMSO zero; AID 651647; 360,000 tested, 0.061% active;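 active = GFP/RFP ratio change of at least 30% with cell ATP level not reduced by more than half and red fluorescence within 50% of control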; note: strong numbers were not always called active
#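 Assay system: HT1080 RFP-PRO-GFP cells | Dosing: 20 µM single dose, 1% DMSO | Incubation: Cells overnight before dosing, compound overnight, 37 °C, 5% CO2 | Evaluation: GFP/RFP fluorescence ratio | Control set: DMSO-only wells and HT1080 RFP-L50D-GFP cell wells as references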
# DNMT1 inh = blocks human DNA methyltransferase DNMT1; P26358; DNMT1 molecular beacon, Hinp1I cleavage, fluorescence; inhibition (reported as % activation of signal), % at 10 µM; 360,000 tested, 0.83% active; in the data active = inhibition above about 50%
# Active calls of the source: *; i = inactive; . = not tested or not shown; + = active, no number; & = joins results of further samples. Random draw from the library, and some 3.9% of all compounds hit somewhere here.
SMILES,NadD inh,SUMO1 PPI mod,Rpn11 block,LMPTP inh,Scp-1 inhibitor,CendR NRP1 mod,SKN-1 block,STEP inh,MT1-MMP act inh,DNMT1 inh
Cc1cccc(N(C)C(=O)c2coc(=O)c3ccccc23)c1,-4,-2,i,-1.4,1,-10,-17,-1,-3,2
COc1cc(Cl)cc(/C=C/c2ccc3cccc(O)c3n2)c1OC,9,-9,i,-0.4,-6,-9,24,2,13,-14
CC(C)OCCCNS(=O)(=O)c1ccc2c(c1)OCCO2,-6,-1,i,-0.3,-13,4,-10,1,6,4
NC(=S)Nc1c(Cl)cccc1Cl,2,-3,i,-0.5,-8,7,-11,-2,4,0
O=C(COc1ccc(Cl)cc1Br)NC(=O)NC1CCCC1,-7,-3,i,2.3,-8,6,13,-2,-2,0
CCN(C(=O)COC(=O)CNC(=O)c1ccc(Cl)cc1Cl)c1c(N)n(Cc2ccccc2)c(=O)[nH]c1=O,3,1,i,-2.3,-2,3,-11,1,4,4
CNc1nc(Cl)c(SC)c(NCc2cccc(OC)c2)n1,-7,2,i,0.9,-6,8,-16,-1,-6,1
O=C(NC1CCCC1)c1c[nH]c2ccc(F)cc2c1=O,-2,-2,i,-0.6,-4,-5,13,-2,3,-4
Cc1ccc(C)c(S(=O)(=O)NCc2ccc(C(=O)NCc3ccco3)cc2)c1,2,4,i,-0.2,-5,3,-5,4,0,-4
Cc1nn(Cc2ccccc2Cl)c(C)c1NC(=O)/C=C/c1cnn(C)c1,-2,0,i,-0.5,-2,-6,8,-3,1,-1
O=C(c1cnc2n(c1=O)CCS2)N1CCCc2ccccc21,-6,8,i,-3.2,-4,5,-21,1,1,-3
Fc1ccc(-c2cc(C(F)(F)F)nc(-n3cc(Cl)cn3)n2)cc1,-11,0,i,0.5,-4,-17,21,2,-4,2
COc1cccc(C2C(C(=O)c3cc4cccc(OC)c4o3)=C(O)C(=O)N2c2cc(C)on2)c1OC (stereo not given),7,-13,i,2.3,-13,-2,-17,1,5,-1
CC(C)[C@H](NC(=O)[C@@H]1Cc2ccccc2CN1)C(=O)Nc1ccc2c(c1)OCCO2,-7,8,i,-2.0,-2,-2,-13,1,1,1
CCc1nc2c(OCC(=O)c3ccc(Cl)cc3Cl)cccn2c1N(C)C(=O)COc1ccccc1,16,6,i,1.2,.,-14,14,-1,-10,-6
C=CCN1C(=NC(=O)CCC)SC2CS(=O)(=O)CC21 (stereo not given),2,-2,i,-0.8,-8,-12,2,5,1,-4
Cc1cc(C)cc(N2CCCC2=O)c1,-8,2,i,-0.2,0,0,-15,-11,1,2
Cn1cnc(S(=O)(=O)N2CCCCC2c2cc(C(=O)Nc3ccc(F)c(Cl)c3)no2)c1 (stereo not given),0,7,i,0.7,.,-7,-5,3,3,3
CCCCOC(=O)C1=C(C)NC(=O)NC1c1ccc([N+](=O)[O-])s1 (stereo not given),1,-13,i,1.0,6,2,1,-2,.,7
CC(=O)Nc1ccc(NC(=O)CSc2nnc(C3CC3)n2-c2ccccc2)cc1,4,4,i,-0.4,4,-3,-2,1,0,4

# In the list so far, 2 contain an aryl thioether with sulfur outside any ring.
SMILES,NadD inh,SUMO1 PPI mod,Rpn11 block,LMPTP inh,Scp-1 inhibitor,CendR NRP1 mod,SKN-1 block,STEP inh,MT1-MMP act inh,DNMT1 inh
CNc1nc(Cl)c(SC)c(NCc2cccc(OC)c2)n1,-7,2,i,0.9,-6,8,-16,-1,-6,1
CC(=O)Nc1ccc(NC(=O)CSc2nnc(C3CC3)n2-c2ccccc2)cc1,4,4,i,-0.4,4,-3,-2,1,0,4

# Filtered by structure: those above containing an NH in an aromatic ring
SMILES,NadD inh,SUMO1 PPI mod,Rpn11 block,LMPTP inh,Scp-1 inhibitor,CendR NRP1 mod,SKN-1 block,STEP inh,MT1-MMP act inh,DNMT1 inh
CCN(C(=O)COC(=O)CNC(=O)c1ccc(Cl)cc1Cl)c1c(N)n(Cc2ccccc2)c(=O)[nH]c1=O,3,1,i,-2.3,-2,3,-11,1,4,4
O=C(NC1CCCC1)c1c[nH]c2ccc(F)cc2c1=O,-2,-2,i,-0.6,-4,-5,13,-2,3,-4

# The list continues.
SMILES,NadD inh,SUMO1 PPI mod,Rpn11 block,LMPTP inh,Scp-1 inhibitor,CendR NRP1 mod,SKN-1 block,STEP inh,MT1-MMP act inh,DNMT1 inh
FC(F)(F)c1cccc(Nc2cc(-c3ccccc3)nc3ncnn23)c1,9,-6,i,-2.9,-8,13,10,-3,0,6
CCN(C[C@H]1N[C@@](CC)(C(=O)OC)[C@H]2C(=O)N(C)C(=O)[C@@H]12)C(=O)NC(C)C,-8,-1,i,-1.9,-8,-2,15,-3,4,6
CCCCn1c(N)c(N(CC(C)C)C(=O)c2cccc(S(=O)(=O)N(C)c3ccc(C)cc3)c2)c(=O)[nH]c1=O,-7,3,i,0.2,-11,-17,2,5,-1,0
C=C(C)C(=O)Nc1cccc(C2=NOC3(C2)C[C@@H](C(N)=O)N(C(=O)/C(C)=C/C)C3)c1 (stereo not given in full),-10,98*,i,-2.1,99*,-66,6,8,10,110*
Cc1ncoc1C(=O)N1CCCC(C(=O)c2ccc(C(F)(F)F)cc2)C1 (stereo not given),-1,0,i,-0.1,-10,-5,9,3,1,-2
Cn1c(CC(=O)Nc2ccccc2F)nnc1SCC(=O)NC1CCCC1,1,-2,i,0.3,-5,2,31,0,0,0
COc1ccc(S(=O)(=O)N2CCc3ccccc32)cc1C(=O)Nc1ccc(C(N)=O)cc1,-11,-3,i,1.7,-6,-20,-4,-1,0,-2
COC(=O)N[C@@H]1C[C@H]2[C@@H]3CC[C@H]4C[C@@H](OC)CC[C@]4(C)[C@H]3CC[C@]12C,-2,7,i,3.1,-2,28*,14,3,4,-2
COC(CNC(=O)C1CCN(C(=O)c2cc3oc(C)cc3n2Cc2c(F)cccc2Cl)CC1)OC,1,3,i,0.1,-5,-2,4,-3,-1,3
CN(Cc1ccccc1)c1nc2c(c(=O)[nH]c(=O)n2C)n1Cc1ccccc1Cl,1,1,i,-0.5,-11,-9,18,3,-6,-3
COc1cccc(CN2CCN(Cc3cccn3-c3cccnc3)CC2CCO)c1 (stereo not given),3,0,i,-0.9,1,-7,2,1,1,2
Cn1c(=O)c(C(=O)CN2CCc3ccccc32)c(N)n(Cc2ccccc2)c1=O,62*,-1,i,0.9,-6,-10,8,3,6,-24
CNC(=O)NC(=O)CSc1nc2sccc2c(=O)n1-c1ccccc1,-1,4,i,-0.4,4,-8,9,0,0,2
CC1(C)CC2(CCO1)OC(=O)CC2C(=O)Nc1c(Cl)cccc1Cl (stereo not given),10,-1,i,-0.8,-3,1,10,-2,-2,1
O=C(Nc1cccc(-c2nc3cccnc3s2)c1)C1c2ccccc2Oc2ccccc21,6,14,i,6.6,-5,-28,-11,5,4,21
Cc1cccc(NC2=C(C#N)C(=O)NC3(CCCC3)S2)c1,1,2,i,0.6,-11,4,18,-1,23,-1
COc1ccc2c3c1OC1CC(O)C=CC31CCN(C)C2 (stereo not given),-1&-8,7&-3,i,-0.7&1.8,-3&-13,-8&-3,-18&2,1&-1,-4&-1,2&0
CC(C)(C)c1nn(-c2ccccc2)c2[nH]c(=O)c(CNCc3ccco3)cc12,15,1,i,-0.8,-8,6,24,-1,9,-1
COCCNC(=O)c1onc(CSc2ccccc2)c1C(=O)O,-8,3,i,-1.0,-6,-7,5,2,0,4
CCOc1cccc(OCCOCCNC(C)(C)C)c1,4,0,i,0.9,-4,10,4,1,1,6
Cc1ccccc1N(CC(=O)Nc1ccc(F)cc1)S(C)(=O)=O,-4,-2,i,-0.9,-5,2,-28,0,3,2
Cc1ccc(Nc2nc(N)nc(CSc3nncn3C)n2)cc1,0,8,i,0.9,-1,11,-8,2,2,2
CCOC(=O)NCC(C#CCN(CC)CC)N(CC)CC (stereo not given),0,0,i,-2.6,-11,1,2,-2,0,1
COc1ccc(C(=O)NNC(=O)CSc2nc3c([nH]2)c(=O)n(C)c(=O)n3C)cc1,1,4,i,-1.7,-3,17,2,1,-1,0
CC1CCN(C(=O)c2ccc(S(=O)(=O)N3CCCCCC3)cc2)CC1,-3,-7,i,-1.5,-1,-7,2,0,7,2
CCN1C[C@@H]2[C@@H]3C(=O)N(Cc4ccccc4)C(=O)[C@@H]3[C@](Cc3ccccc3)(C1=O)N2C(=O)c1ccc(Cl)cc1,-1,-1,i,-3.1,4,4,-4,1,-6,-8
CCOc1ccc(N2C(=O)CC(N3CCN(c4ccccc4F)CC3)C2=O)cc1 (stereo not given),0,-4,i,-0.5,-7,-8,-19,-1,4,2
COc1cccc(NC(=O)CN2C(=O)CSc3ccc(S(=O)(=O)N4CCC(C)CC4)cc32)c1,1,-4,i,4.0,13,-4,8,-1,-5,-10
Cc1nc(N[C@@H](Cc2ccccc2)C(=O)O)c2oc3ccccc3c2n1,-4,6,i,-1.2,4,5,-8,-10,6,0
C#CCOCCOCCOCCNc1nc(N2CCN(C(=O)Cn3cc(CCCN=C(N)N)nn3)CC2)nc(N2CCN(C(=O)Cn3cc(CC(C)O)nn3)CC2)n1 (stereo not given),-2,5,i,-4.9,-3,25*,1,2,2,9
O=C(N/N=C/c1cnc(N2CCCCC2)s1)c1ccc(C(F)(F)F)cc1,4,-3,i,-0.1,-8,8,2,0,-4,-3
O=C(COc1ccc(F)cc1)NNC(=O)c1cc2ccccc2oc1=O,-2,-27,i,-2.1,6,-9,5,-1,1,3
COc1ccc(NS(=O)(=O)c2cc(NC(=O)c3ccc(F)cc3)ccc2OC)cc1,-9,6,i,1.6,-15,2,8,-1,2,-4
CC(C)Oc1ccc(C(=O)NC(Cc2c[nH]c3ccccc23)C(=O)NN)cc1 (stereo not given),16,-2,i,0.3,-4,1,1,-1,-7,-6
COc1ccc(CC(=O)Nc2nc(C)cs2)cc1S(=O)(=O)N1CCOCC1,1,1,i,-0.3,0,14,-14,-2,-2,2
O=C(NCc1ccco1)C1CCCN(S(=O)(=O)c2cccc3cccnc23)C1 (stereo not given),-3,2,i,-1.3,0,4,-14,-2,-4,2
COc1ccccc1CN1CC(C(=O)N(C)CCOc2ccccc2)CCC1=O (stereo not given),-2,-3,i,0.2,-5,11,-10,0,-3,1
C=CCn1c(SCc2ccc3nonc3c2)nnc1-c1cccs1,-2,-14,i,0.2,6,3,-20,-1,-1,1
Cc1cccc(NC(=O)c2cc(Cl)ccc2[N+](=O)[O-])c1,0,-14,+,-0.5,-7,3,11,0,-14,-2
NN/C(=C\[N+](=O)[O-])Nc1ccccc1,1,34,i,0.1,-7,-6,10,-2,5,-4
